M4 ag: human M4 muscarinic receptor agonists, primary screen, CHO-K1 cells, Fluo-8 calcium fluorescence | hit rate 0.14% among 360,000 | CHO-K1 hM4/Gqi5; vehicle 0%, full acetylcholine response 100% | activation, % at 3 µM;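 active = activation above the run mean over all test wells plus 3 SD, cut at about 32% in these data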;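 also: peak over basal fluorescence ratio per well then scaled between controls; 0% = DMSO wells and 100% = acetylcholine at EC100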
Target sequence (P08173 whole entry, looked up): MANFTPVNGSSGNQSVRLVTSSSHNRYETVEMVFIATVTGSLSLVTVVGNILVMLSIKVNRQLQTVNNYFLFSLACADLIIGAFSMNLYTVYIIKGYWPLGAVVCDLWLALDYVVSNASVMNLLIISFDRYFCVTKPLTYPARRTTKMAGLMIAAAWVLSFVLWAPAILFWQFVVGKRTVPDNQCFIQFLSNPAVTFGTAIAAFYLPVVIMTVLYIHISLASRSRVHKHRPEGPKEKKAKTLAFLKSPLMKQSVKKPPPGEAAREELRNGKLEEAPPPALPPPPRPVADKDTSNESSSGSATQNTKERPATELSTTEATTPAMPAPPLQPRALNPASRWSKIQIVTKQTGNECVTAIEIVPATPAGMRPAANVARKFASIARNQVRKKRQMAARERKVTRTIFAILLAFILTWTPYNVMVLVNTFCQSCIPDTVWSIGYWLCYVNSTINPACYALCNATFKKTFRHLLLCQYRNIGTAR
CRFBP-R2 block: antagonists of CRF-BP/CRF-R2 complex, primary screen, cell-based, HEK293, calcium dye fluorescence, uHTS | hit rate 0.59% among 350,000 | AID 588475, 2011 | CRF-induced calcium fluorescence | inhibition, % at 11.8 µM;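 active = inhibition of the ligand-induced calcium signal above about 50% at the single tested concentration, limit read from the data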
CHRM4 antagonist: human M4 muscarinic receptor antagonists, primary screen, CHO cells, Fluo-8 calcium fluorescence; Muscarinic acetylcholine receptor M4 (Homo sapiens), P08173; CHO-hM4 cells, ACh EC80; inhibition, % at 3 µM; hit rate 0.73% among 360,000; AID 624125, 2012;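 active = inhibition above its plate's cutoff, the mean inhibition of sample wells plus 3 SD, cut at about 27% in these data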;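 also: 0% = acetylcholine EC80 with DMSO and 100% = DMSO without agonist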
M5 ag: human M5 muscarinic receptor agonists, primary screen, CHO-K1 cells, Fluo-8 calcium fluorescence. Muscarinic acetylcholine receptor M5 (Homo sapiens), P08912. CHO-K1 hM5 cells; 0% DMSO wells, 100% maximal acetylcholine response. activation, % at 3 µM. hit rate 0.19% among 360,000;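 active = activation above the run's mean over test compounds plus 3 SD, cut at about 23% in these data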;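 also: signal is peak over basal fluorescence ratio across the kinetic read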
Target sequence (P08912 whole entry, looked up): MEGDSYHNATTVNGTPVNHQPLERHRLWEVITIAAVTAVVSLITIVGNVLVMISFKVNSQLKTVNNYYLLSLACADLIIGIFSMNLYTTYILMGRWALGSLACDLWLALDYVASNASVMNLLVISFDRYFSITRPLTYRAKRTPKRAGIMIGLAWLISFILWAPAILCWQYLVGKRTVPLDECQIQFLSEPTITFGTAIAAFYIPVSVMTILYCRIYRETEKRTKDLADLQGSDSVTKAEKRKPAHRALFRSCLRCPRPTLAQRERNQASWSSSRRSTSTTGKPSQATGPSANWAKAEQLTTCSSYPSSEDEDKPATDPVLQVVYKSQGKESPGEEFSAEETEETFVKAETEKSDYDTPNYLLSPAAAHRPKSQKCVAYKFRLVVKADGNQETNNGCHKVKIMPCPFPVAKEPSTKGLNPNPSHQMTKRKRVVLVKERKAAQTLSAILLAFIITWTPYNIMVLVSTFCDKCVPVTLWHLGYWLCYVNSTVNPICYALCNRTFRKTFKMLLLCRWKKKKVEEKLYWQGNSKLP
M5 antag: human M5 muscarinic receptor antagonists, primary screen, CHO cells, Fluo-8 calcium fluorescence; Muscarinic acetylcholine receptor M5 (Homo sapiens), P08912; CHO-hM5 cells, ACh EC80; inhibition, % at 3 µM; hit rate 0.59% among 360,000; AID 624040, 2012;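 active = inhibition above a per-plate cutoff, the mean of that plate's test compounds plus 3 SD, cut at about 27% in these data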;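 also: 0% = acetylcholine EC80 with DMSO and 100% = DMSO without agonist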
IDE cell inh: human IDE inhibitors in live cells, primary screen, fluorescence polarization, HEK cells, FAbetaB substrate; Insulin-degrading enzyme (Homo sapiens), P14735; FAbetaB cleavage; inhibition, % at 5.59 µM; hit rate 0.41% among 320,000; AID 434962, 2010;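 active = percent inhibition above the average of all tested compounds plus 3 SD, set per screening campaign, cut at about 16% in these data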;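 also: IDE supplied by intact live HEK cells; FP after avidin binding of uncleaved biotin substrate so inhibition keeps polarization high; 0% = DMSO wells and 100% = 60 µM reference IDE inhibitor Ii1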
CRFBP-R2 agonist: agonists of CRF-BP/CRF-R2 complex, primary screen, cell-based, HEK293, calcium dye fluorescence, uHTS; CRF-binding protein / CRF receptor 2 complex (human); activation, % at 13.2 µM; hit rate 0.46% among 350,000; calcium dye fluorescence (FLIPR); percent of saturating CRF peptide response;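 active = activation of at least 50%, plus an integration ratio under a set limit after plate pattern correction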;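 also: plate controls were neutral control wells without compound for no effect and CRF at EC100 for full effect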
M5 PAM: human M5 muscarinic receptor positive allosteric modulators, primary screen, CHO-K1 cells, Fluo-8 calcium fluorescence; CHO-K1 hM5, ACh EC20 PAM; 0% = ACh EC20, 100% = ACh EC100; Muscarinic acetylcholine receptor M5 (Homo sapiens), P08912; activation, % at 3 µM; hit rate 0.3% among 360,000; AID 624038, 2012;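 active = activation above the run cutoff, the mean activation of all test compounds plus 3 SD, cut at about 18% in these data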
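Assay system – human M5 receptor in CHO-K1 cells · Read-out – % activation, ACh-normalized · Technique – Fluo-8 calcium fluorescence · Dosing – single-point, 3 µM nominal · Incubation – Fluo-8 loading 80 min at 37 °C plus 30 min room temperature · Repeats – singlicate, one well per test compound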
CHRM4 PAM: human M4 muscarinic receptor positive allosteric modulators, primary screen, CHO-K1 cells, Fluo-8 calcium fluorescence; AID 624126, 2012; hit rate 0.4% among 360,000; activation, % at 3 µM; CHO-K1 hM4/Gqi5, ACh EC20; 0% = ACh EC20, 100% = maximal ACh; Muscarinic acetylcholine receptor M4 (Homo sapiens), P08173;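 active = activation above its plate's cutoff, the mean activation of sample wells plus 3 SD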; also: some results filed as inactive read as strong as hits
* = called active by the depositor; . = not tested or not shown.

SMILES | M4 ag | CRFBP-R2 block | CHRM4 antagonist | M5 ag | M5 antag | IDE cell inh | CRFBP-R2 agonist | M5 PAM | CHRM4 PAM
COc1ccc(C=Nc2cccnc2N)cc1 | 4 | -10 | -4 | 5 | 6 | -5 | 48 | -1 | -5
Cn1c(=O)c2c(SCC(=O)N3CCCc4ccccc43)nc(CC(C)(C)C)nc2n(C)c1=O | 0 | 3 | 4 | 2 | -1 | 4 | 2.1 | -3 | -7
O=C1CSC(=NC2CCCCC2)N1 | 2 | 3 | 1 | 0 | 2 | 5 | -2.5 | 7 | 15
Cc1cccc(OCC(=O)Nc2cc(Cl)ccc2-n2cncn2)c1C | 1 | -14 | 0 | 2 | 0 | 5 | -2.2 | 5 | 4
C#CCNC(=O)C1=C[C@H](c2ccc(C#C)cc2)C[C@H](OCc2ccc(CO)cc2)O1 | 1 | 2 | 7 | 5 | 5 | 2 | -2.7 | 1 | 10
O=C(NC1(O)C(=O)c2ccccc2C1=O)c1ccc(C(F)(F)F)cc1 | 1 | 11 | 8 | 1 | 8 | 3 | -1.8 | -3 | -4
Cc1ccc(Nc2nc(=O)c3cccnc3s2)c(Br)c1 | -1 | -6 | 3 | 0 | 1 | -2 | -1.1 | 2 | -1
Cc1ccc(S(=O)(=O)N2CCC[C@H]2C(=O)OCC(=O)N2CCc3ccccc32)cc1 | 1 | 8 | -19 | -7 | -8 | 4 | -3.7 | 10 | 14
COc1ccc(/C=N/Nc2ccccn2)c(OC)c1OC | 2 | 0 | -2 | -3 | 5 | 4 | 0.6 | 10 | 6
Cc1cccc(C(=O)NNC(=O)c2c(O)c3ccccc3n(C)c2=O)c1 | 5 | 11 | 12 | 2 | -4 | -3 | -1.0 | 2 | -2
O=[N+]([O-])c1cc(-c2cnc3ccccc3n2)ccc1Oc1ccc(Br)cc1 | 0 | -2 | 21 | 0 | -2 | 7 | 0.1 | 4 | -1
C[C@@H]1CN([C@@H](C)CO)C(=O)CCCn2nncc2CO[C@@H]1CN(C)S(=O)(=O)c1ccc(Cl)cc1 | 1 | 5 | -2 | 0 | 8 | . | -0.8 | -3 | -1
CC1CCCC(C)N1C(=O)COC(=O)CCC(=O)c1ccc(F)cc1 (stereo unspecified) | 7 | 2 | -2 | 3 | 4 | 0 | -0.8 | 2 | 12
COc1ccc(CN(Cc2cccnc2)S(=O)(=O)c2ccc(-n3cnnn3)c(OC)c2)cc1 | 10 | 0 | 6 | -3 | 15 | -1 | 0.6 | -8 | -8
COc1cc(C(=O)NCCOc2ccccc2C)cc(OC)c1OC | 5 | 7 | -6 | -3 | 2 | -1 | -1.0 | 5 | 2

An excerpt of these results, with tabs:
Compound	M4 ag	CRFBP-R2 block	CHRM4 antagonist	M5 ag	M5 antag	IDE cell inh	CRFBP-R2 agonist	M5 PAM	CHRM4 PAM
Cc1cccc(OCC(=O)Nc2cc(Cl)ccc2-n2cncn2)c1C	1	-14	0	2	0	5	-2.2	5	4
C#CCNC(=O)C1=C[C@H](c2ccc(C#C)cc2)C[C@H](OCc2ccc(CO)cc2)O1	1	2	7	5	5	2	-2.7	1	10
O=C(NC1(O)C(=O)c2ccccc2C1=O)c1ccc(C(F)(F)F)cc1	1	11	8	1	8	3	-1.8	-3	-4
Cc1ccc(Nc2nc(=O)c3cccnc3s2)c(Br)c1	-1	-6	3	0	1	-2	-1.1	2	-1

Later entries
SMILES | M4 ag | CRFBP-R2 block | CHRM4 antagonist | M5 ag | M5 antag | IDE cell inh | CRFBP-R2 agonist | M5 PAM | CHRM4 PAM
Cc1ccc(NC(=O)C2CCCN2S(=O)(=O)c2ccc(F)cc2)c(C)c1 (stereo unspecified) | 0 | -11 | -2 | -3 | 0 | 3 | 0.2 | 0 | -3
COC(CNC(=O)c1ccc2c(c1)nc(C)n2-c1cccc(C)c1)OC | 0 | -1 | -4 | -1 | 9 | -1 | -0.8 | -3 | 0
COc1cccc(OC)c1C(=O)Nc1cccc(S(=O)(=O)Nc2ccccc2Cl)c1 | 3 | 2 | -13 | 0 | 2 | -2 | 1.2 | 6 | 5
CCCCCCCCCCCCCCCC(=O)Nc1ccn(C2OC(CO)C(O)C2O)c(=O)n1 (stereo unspecified) | 1 | -14 | -22 | 3 | -8 | . | 5.9 | 8 | 3
CC(C)Oc1c(N2CCOCC2)c(=O)c1=O | 0 | 1 | -7 | 1 | 8 | -6 | -1.0 | 0 | 0
Cc1cc(N/C=C/C(=O)c2cccs2)ccc1F | 1 | -23 | 7 | -5 | 12 | 7 | 0.8 | 2 | -4
CCc1ccc([C@H]2C(C(=O)O)=C[C@@H](C(C)(C)C)N2S(=O)(=O)c2ccc(C)cc2)cc1 | 0 | 8 | -20 | -1 | -4 | 2 | -3.0 | -1 | 10
N#CC(c1ccc(Cl)cc1)c1ccc(Cl)nn1 (stereo unspecified) | 5 | 18 | 4 | 1 | 0 | -5 | -2.7 | -5 | -7
O=C(CCSCCC(=O)NCc1ccccc1)NCc1ccccc1 | 3 | 4 | -15 | -2 | 2 | 5 | 0.0 | -7 | 8
CC1Cc2nc(SCC(=O)NCC3CCCO3)n(C)c(=O)c2S1 (stereo unspecified) | 0 | -6 | -6 | -3 | 10 | 6 | 0.5 | -4 | 15
CNc1c(NS(=O)(=O)c2cc(OC)ccc2OC)c(=O)oc2ccccc12 | 8 | -3 | -4 | -1 | 17 | 3 | -0.9 | 2 | -11
O=C(/C=C/c1cccs1)N1CCN(c2ccc(O)cc2)CC1 | 0 | 9 | 3 | 0 | -1 | 2 | 0.5 | 5 | -2
Cc1ccccc1CC(=O)NCc1cccnc1 | 0 | 26 | -11 | 3 | 7 | -1 | -1.5 | -4 | -4
COc1ccc(NC2CCCN(C(=O)CCc3ccccc3F)C2)cc1 (stereo unspecified) | 1 | 5 | 7 | -6 | 9 | -4 | -1.8 | -1 | 0
COc1cc(C=NN2CCCCC2)cc(OC)c1OC | 0 | -4 | -11 | 27* | 5 | . | 8.8 | -5 | 1
CCN(CC(=O)Nc1ccc(OC)cc1)C(=O)c1cc(S(=O)(=O)N2CCOCC2)ccc1N1CCCC1 | 6 | 70* | -6 | -1 | 4 | 2 | -1.6 | -3 | 5
Cc1c(NC(=O)Nc2cccc(Cl)c2)c(=O)n(-c2ccccc2)n1C | 0 | -7 | 14 | -4 | 14 | 7 | -2.1 | -5 | -3
NC(=Nc1ccccc1)N(c1ccccc1)c1ccccc1 | 1 | -4 | 6 | -7 | -1 | . | -1.0 | 2 | 4
Nc1nc(CCl)nc(Nc2ccccc2)n1 | 0 | 2 | 0 | -5 | 12 | 1 | -1.1 | 0 | -2
Cc1nnc(NC(=O)CSc2nc(CC(C)C)nc3c2c(=O)n(C)c(=O)n3C)s1 | 0 | 3 | 5 | 3 | 2 | -3 | -1.3 | 8 | -2
CN(CCC#N)C(=O)c1cc2c(s1)-c1ccccc1SC2 | 2 | 8 | -6 | -3 | 7 | 1 | 0.3 | -1 | 4
COc1ccc2[nH]c(=O)c(CN(c3ccc(C)c(C)c3)S(C)(=O)=O)cc2c1 | 1 | -1 | 6 | -1 | -2 | -4 | -0.6 | -3 | -2
O=C(CCN1C(=O)CSc2ccccc21)Nc1ccc(C(F)(F)F)cc1 | 13 | -23 | -1 | -1 | 4 | -5 | 0.2 | -7 | -10
Cc1ccc(NS(=O)(=O)c2ccc(OCC(=O)Nc3cccc([N+](=O)[O-])c3)c(C)c2)cc1 | 4 | 12 | 30* | -5 | 9 | 7 | -1.9 | -8 | -28
CC(=O)Nc1sc2c(c1CN1CCN(c3ccc(F)cc3)CC1)CCCC2 | 0 | -26 | 8 | -12 | -7 | 6 | -2.2 | -1 | 15
Cc1cc(C)nc(NS(=O)(=O)c2ccc(NS(=O)(=O)c3ccc(C#N)cc3)cc2)n1 | 1 | -2 | 1 | -4 | 8 | -2 | 2.4 | -1 | 1
Cc1cccc(C)c1NC(=O)COC(=O)C1Cc2ccccc2CN1C(=O)c1ccccc1 (stereo unspecified) | 1 | 11 | 1 | -2 | 0 | -3 | -2.2 | 0 | -4
Cc1cc(C)n(C(C)CNS(=O)(=O)c2ccc(C)c(C)c2)n1 (stereo unspecified) | 1 | -9 | 4 | -1 | 7 | 1 | 0.1 | 0 | -2
CCOC(=O)C1CCN(S(=O)(=O)c2ccc(OCC)cc2)CC1 | 2 | 6 | -1 | -2 | -1 | -1 | -1.2 | -5 | -2
N#CCSc1ccc(-c2nc3ccccc3[nH]2)cn1 | 8 | -5 | -5 | 2 | 10 | 0 | 0.6 | -13 | -7
CCOC(=O)C1CCN(S(=O)(=O)Cc2ccc(Cl)cc2)CC1 | 3 | 10 | 19 | 2 | 4 | 3 | 0.1 | 18 | 6
Cc1ccc(CN2C(=O)N/C(=C\c3ccc(N4CCOCC4)cc3)C2=O)cc1 | 2 | -5 | -8 | 1 | 1 | 2 | 3.8 | 0 | -2
CC(OC(=O)CCc1ccccc1)C(=O)Nc1ncc(Cl)cc1Cl (stereo unspecified) | 1 | -22 | 3 | -3 | -2 | 2 | -1.2 | 6 | 0
COc1cc(/C=N/NC(=O)c2cc[n+]([O-])cc2)ccc1O | 1 | -4 | -4 | -2 | 1 | -2 | -0.1 | 9 | 2
CCOc1ccc(CCNC(=O)CCn2ccc3cc(S(=O)(=O)N4CCCC4)ccc32)cc1 | 1 | -5 | 9 | -3 | -7 | -3 | 0.2 | 4 | -8
CC(C)CCC(=O)N1CCOC1=O | 0 | 7 | -12 | 4 | 4 | -1 | -1.4 | 6 | 9
CC(C)CCn1c(SC(C)C(=O)NC2CC2)nc2ccccc2c1=O (stereo unspecified) | 0 | -5 | -3 | 2 | 0 | 1 | -1.6 | 0 | 9
CCC(=O)NC(=S)Nc1ccc(S(=O)(=O)NC(C)C)cc1 | 4 | -11 | -17 | -7 | -9 | 2 | 5.6 | 5 | -7
CC1CCc2c(sc(NC(=O)CSc3nc(N)cc(=O)[nH]3)c2C(N)=O)C1 (stereo unspecified) | 1 | 6 | 1 | -1 | 10 | . | 0.0 | 4 | 3
Cc1ccc(S(=O)(=O)N(C)Cc2ccccc2)cc1C(=O)N1CCCCC1 | 6 | -3 | -3 | 0 | 9 | 0 | -0.8 | -2 | -3
COc1cccc(-c2c(-c3cc(OC)cc(OC)c3)n(C)c3ccc(-c4ccc5cc[nH]c5c4)cc23)c1 | 0 | 6 | 5 | 1 | -2 | -3 | 3.3 | 4 | 16
COC(=O)[C@H](Cc1ccc(O)cc1)NCCCn1cnc(C(=O)Nc2ccc(C)c(C)c2)n1 | 14 | 12 | 0 | 6 | 1 | . | 0.6 | -6 | -3
O=C(NC(=S)Nc1ccccc1C(=O)O)c1ccc(-c2ccc(Br)cc2)o1 | -2 | -5 | 11 | 0 | -5 | 0 | -0.3 | 2 | 0
